Assay outcomes: PubChem BioAssay, several laboratories
PHOSPHO1 block = blocks human PHOSPHO1 phosphatase activity. recombinant PHOSPHO1, absorbance phosphatase assay. inhibition, % at 13.3 µM. actives 1.1% (n = 290,000); in the data active = inhibition above about 60%
Target sequence (Q8TCT1 whole entry, looked up): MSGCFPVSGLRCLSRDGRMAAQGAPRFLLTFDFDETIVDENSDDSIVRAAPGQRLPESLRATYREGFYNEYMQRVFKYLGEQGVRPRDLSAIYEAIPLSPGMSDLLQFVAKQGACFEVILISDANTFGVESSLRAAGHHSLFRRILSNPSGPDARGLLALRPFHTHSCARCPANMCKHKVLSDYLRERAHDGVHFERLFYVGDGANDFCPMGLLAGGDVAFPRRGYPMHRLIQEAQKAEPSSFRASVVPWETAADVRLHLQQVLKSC
FID counter = displaces DNA intercalator in HCV helicase counter-screen; actives 0.17% (n = 290,000); AID 1845; inhibition, % at 7.9 µM; DNA fluorescent intercalator displacement, fluorescence; in the data active = inhibition above about 37%;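 also: 0% = vehicle and 100% = reference compound; higher means more ethidium bromide displaced from hairpin DNA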
OXTR agonist = human OXTR agonism. P30559. CHO-OTR cells, Fluo-8 calcium fluorescence; normalized: DMSO 0%, oxytocin 100%. activation, % at 3 µM. actives 0.32% (n = 320,000);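 active = activation above the mean of all tested compounds plus 3 SD, cutoff set per screening run, cut at about 20% in these data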;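 also: peak over basal fluorescence ratio from a 100 s FLIPR kinetic read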
Target sequence (P30559 whole entry, looked up): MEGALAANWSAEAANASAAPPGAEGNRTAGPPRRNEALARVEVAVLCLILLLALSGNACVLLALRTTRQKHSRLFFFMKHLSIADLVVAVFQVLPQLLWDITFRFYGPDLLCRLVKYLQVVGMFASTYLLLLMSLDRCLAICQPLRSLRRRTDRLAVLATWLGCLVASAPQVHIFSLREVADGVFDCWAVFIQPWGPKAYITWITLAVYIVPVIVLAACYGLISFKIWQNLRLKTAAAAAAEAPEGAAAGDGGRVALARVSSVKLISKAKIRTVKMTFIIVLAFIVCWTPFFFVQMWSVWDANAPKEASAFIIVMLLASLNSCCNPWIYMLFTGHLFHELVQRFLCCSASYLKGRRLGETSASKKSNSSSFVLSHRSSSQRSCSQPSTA
GPR7 antag = blocks human GPR7 receptor signaling; P48145; GPR7-expressing cells, fluorescence antagonist assay; inhibition, % at 4.4 µM; actives 1.1% (n = 290,000); in the data active = inhibition above about 16%, passing the limit was not always enough;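 also: cells stimulated with the agonist NPW; 0% = agonist with vehicle and 100% = vehicle without agonist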
Target sequence (P48145 whole entry, looked up): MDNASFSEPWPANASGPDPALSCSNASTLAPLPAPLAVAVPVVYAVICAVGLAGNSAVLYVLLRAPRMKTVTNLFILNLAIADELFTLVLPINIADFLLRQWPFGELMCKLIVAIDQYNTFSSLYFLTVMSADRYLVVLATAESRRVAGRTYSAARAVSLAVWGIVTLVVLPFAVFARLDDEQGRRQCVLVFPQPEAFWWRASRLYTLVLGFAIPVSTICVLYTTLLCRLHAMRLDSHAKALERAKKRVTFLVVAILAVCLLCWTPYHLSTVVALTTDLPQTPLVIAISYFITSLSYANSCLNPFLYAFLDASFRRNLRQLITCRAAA
MEKK2 WT-MEK5 = raises or lowers MEK5 binding to wildtype human MEKK2 PB1 domain. Q9Y2U5. bead flow cytometry, Alexa488-MEK5 binding to MEKK2 WT; actives lie on both sides. binding response (% of control), % at 10 µM. actives 1.1% (n = 290,000); in the data active = binding response below about 67% or above about 130%
NALP1 inh = NALP1 inhibition; S. cerevisiae NALP1/ASC/caspase-1 growth, X-gal OD620, 72 h; inhibition, % at 10 µM; actives 0.61% (n = 280,000); in the data active = inhibition mostly above about 24%, no sharp cut-off; inactive = mostly below about 32%; also: some compounds called inactive have numbers as strong as hits
MEKK2 mut-MEK5 = signal of MEK5 binding to mutant human MEKK2 PB1 domain; bead flow cytometry, Alexa488-MEK5 binding to MEKK2 mutant; percent response, % at 10 µM; actives 0.35% (n = 290,000); AID 1530; in the data active = percent response above about 24%, passing the limit was not always enough; also: inactives centre near 1; some results filed as inactive read as strong as hits; reference of the scale not given here
PfM18AAP inh = blocks P. falciparum M18 aspartyl aminopeptidase | recombinant PfM18AAP, H-Glu-NHMec fluorogenic cleavage | inhibition, % at 7.35 µM | actives 1.2% (n = 290,000);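 active = inhibition above the campaign mean inhibition over all tested compounds plus 3 SD, cut at about 28% in these data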;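 also: 0% = plate median of test compound wells and 100% = 2 mM ZnCl2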
MEKK3 PB1 HTS = MEKK3-MEK5 PB1 interaction, increase or decrease; bead-based flow cytometry, Alexa488-MEK5 binding to MEKK3; actives lie on both sides; 0 = blocked by unlabeled MEK5, 100 = vehicle; binding response (% of control), % at 10 µM; actives 1.4% (n = 290,000); Q99759;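 active = binding response more than 3 SD above or below the average of its plate-row segment, actives on both sides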;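 also: Alexa488 bead fluorescence after subtracting the streptavidin-only scavenger bead signal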
* hit, by the source's call; x = not tested or not shown.

The first 14 records, ahead of the listing:
compound | FID counter | GPR7 antag | MEKK2 mut-MEK5 | PfM18AAP inh | OXTR agonist | NALP1 inh | PHOSPHO1 block | MEKK2 WT-MEK5 | MEKK3 PB1 HTS
CCOC(=O)N1CC(=O)Nc2ccc(Br)cc2C1c1ccccc1 (stereo unspecified) | -34 | -14 | -24 | 4 | -1.2 | x | 32 | 92 | 92
CCOc1ccccc1C(C(=O)NC1CCCCC1)N(C(=O)c1csnn1)C1CC1 (stereo unspecified) | -36 | -5 | 2 | 5 | -1.1 | 12 | 32 | 99 | 104
O=C(CCN1C(=O)/C(=C/c2ccco2)SC1=S)Nc1ccc(O)cc1C(=O)O | 10 | -8 | 3 | 7 | x | -1 | 44 | 101 | 101
CCCCOc1ccc(OCCCC)c2c1NC1(N2)C(=O)N(C(C)=O)c2ccccc21 | 5 | -2 | 3 | 2 | 0.1 | 18 | 22 | 95 | 102
CC1(c2nnc(-c3ccc(Cl)cc3)o2)CC(c2cccc(Cl)c2)=NO1 (stereo unspecified) | x | x | 3 | x | 0.1 | x | 2 | 94 | 94
O=C(Cn1cccc1)NC1CCCCCC1 | -3 | -12 | 2 | 0 | -0.3 | 4 | 36 | 101 | 98
COc1cc(CN2CCN(Cc3ccco3)CC2)cc(OC)c1 | -6 | -5 | 2 | -1 | 0.8 | 16 | 37 | 105 | 105
c1ccc(-c2ccnc3nc(N4CCN(c5ccccc5)CC4)nn23)cc1 | -33 | -2 | 4 | 3 | -1.0 | -1 | 20 | 95 | 103
CN1CCN(C(=S)c2cn(Cc3ccc(F)cc3)c3ccccc23)CC1 | 1 | 2 | -10 | -4 | 2.0 | 1 | 8 | 97 | 103
O=C(NCc1cccs1)c1cc(S(=O)(=O)N2CCOCC2)c(Cl)cc1Cl | -18 | -2 | 3 | -4 | 1.3 | -8 | 1 | 100 | 98
CCCc1cc(=O)oc2cc(OCc3cccc(OC)c3)c(Cl)cc12 | 2 | 0 | -1 | 1 | -1.4 | 10 | 8 | 104 | 112
Cc1cccc(-n2c(SCc3ccc(C#N)cc3)nnc2-c2c[nH]c3ccccc23)c1 | -6 | -4 | -1 | -1 | -0.8 | 24 | -7 | 95 | 97
COCCNC(=O)Cn1cnc2c(cnn2-c2ccc(OC)cc2)c1=O | -7 | 2 | 8 | 1 | 0.6 | 12 | 42 | 105 | 101
CCCCNC(=O)c1cccnc1SCC(=O)Nc1ccccc1OC | -7 | 2 | 0 | 2 | -0.7 | 10 | -4 | 106 | 95

Main list (from the top)
compound | FID counter | GPR7 antag | MEKK2 mut-MEK5 | PfM18AAP inh | OXTR agonist | NALP1 inh | PHOSPHO1 block | MEKK2 WT-MEK5 | MEKK3 PB1 HTS
CCOC(=O)N1CC(=O)Nc2ccc(Br)cc2C1c1ccccc1 (stereo unspecified) | -34 | -14 | -24 | 4 | -1.2 | x | 32 | 92 | 92
CCOc1ccccc1C(C(=O)NC1CCCCC1)N(C(=O)c1csnn1)C1CC1 (stereo unspecified) | -36 | -5 | 2 | 5 | -1.1 | 12 | 32 | 99 | 104
O=C(CCN1C(=O)/C(=C/c2ccco2)SC1=S)Nc1ccc(O)cc1C(=O)O | 10 | -8 | 3 | 7 | x | -1 | 44 | 101 | 101
CCCCOc1ccc(OCCCC)c2c1NC1(N2)C(=O)N(C(C)=O)c2ccccc21 | 5 | -2 | 3 | 2 | 0.1 | 18 | 22 | 95 | 102
CC1(c2nnc(-c3ccc(Cl)cc3)o2)CC(c2cccc(Cl)c2)=NO1 (stereo unspecified) | x | x | 3 | x | 0.1 | x | 2 | 94 | 94
O=C(Cn1cccc1)NC1CCCCCC1 | -3 | -12 | 2 | 0 | -0.3 | 4 | 36 | 101 | 98
COc1cc(CN2CCN(Cc3ccco3)CC2)cc(OC)c1 | -6 | -5 | 2 | -1 | 0.8 | 16 | 37 | 105 | 105
c1ccc(-c2ccnc3nc(N4CCN(c5ccccc5)CC4)nn23)cc1 | -33 | -2 | 4 | 3 | -1.0 | -1 | 20 | 95 | 103
CN1CCN(C(=S)c2cn(Cc3ccc(F)cc3)c3ccccc23)CC1 | 1 | 2 | -10 | -4 | 2.0 | 1 | 8 | 97 | 103
O=C(NCc1cccs1)c1cc(S(=O)(=O)N2CCOCC2)c(Cl)cc1Cl | -18 | -2 | 3 | -4 | 1.3 | -8 | 1 | 100 | 98
CCCc1cc(=O)oc2cc(OCc3cccc(OC)c3)c(Cl)cc12 | 2 | 0 | -1 | 1 | -1.4 | 10 | 8 | 104 | 112
Cc1cccc(-n2c(SCc3ccc(C#N)cc3)nnc2-c2c[nH]c3ccccc23)c1 | -6 | -4 | -1 | -1 | -0.8 | 24 | -7 | 95 | 97
COCCNC(=O)Cn1cnc2c(cnn2-c2ccc(OC)cc2)c1=O | -7 | 2 | 8 | 1 | 0.6 | 12 | 42 | 105 | 101
CCCCNC(=O)c1cccnc1SCC(=O)Nc1ccccc1OC | -7 | 2 | 0 | 2 | -0.7 | 10 | -4 | 106 | 95
Cc1cc(C)n(-c2ccc(C(=O)NC3=NCCS3)cc2)n1 | -11 | -1 | 3 | -14 | 0.3 | 2 | 9 | 101 | 105

Some entries already given, reduced to MEKK2 mut-MEK5, OXTR agonist and MEKK2 WT-MEK5.
| smiles | MEKK2 mut-MEK5 | OXTR agonist | MEKK2 WT-MEK5 |
| --- | --- | --- | --- |
| O=C(CCN1C(=O)/C(=C/c2ccco2)SC1=S)Nc1ccc(O)cc1C(=O)O | 3 | x | 101 |
| CN1CCN(C(=S)c2cn(Cc3ccc(F)cc3)c3ccccc23)CC1 | -10 | 2.0 | 97 |

More records:
compound | FID counter | GPR7 antag | MEKK2 mut-MEK5 | PfM18AAP inh | OXTR agonist | NALP1 inh | PHOSPHO1 block | MEKK2 WT-MEK5 | MEKK3 PB1 HTS
CC1CCN(C(C(=O)Nc2ccc3c(c2)OCO3)c2ccccc2)CC1 (stereo unspecified) | x | x | 13 | x | -1.6 | 0 | 0 | 106 | 107
COc1ccc(C(C2C(=O)CC(C)(C)CC2=O)C2C(=O)CC(C)(C)CC2=O)cc1COCC(F)(F)F | -1 | -1 | -2 | -1 | -1.7 | 26 | -15 | 96 | 96
COc1cc(/C=N/NC(=O)c2cnccn2)cc(OC)c1OC | -4 | -1 | 20 | 1 | -0.7 | 33 | 16 | 98 | 101
CC(C)N(C(=O)Cn1c(SCC(=O)NCc2ccc3c(c2)OCO3)nc2ccccc21)C(C)C | -36 | -4 | -2 | 4 | -0.8 | -14 | -20 | 96 | 93
O=C(CN1C(=O)/C(=C/c2ccc(C(F)(F)F)cc2)Sc2ccccc21)NCCCN1CCOCC1 | 23 | 10 | 7 | -3 | 8.4 | 4 | 41 | 125 | 104
O=C(Cn1cc(C(F)(F)F)ccc1=O)N/N=C/c1cccc(Cl)c1Cl | -4 | -10 | -1 | -1 | 2.2 | 4 | -4 | 95 | 95
N#CCCN1CCN(C(=S)c2ccc(-c3ccc(Cl)cc3)o2)CC1 | -3 | 19 | -6 | 8 | -1.9 | 4 | -32 | 93 | 99
O=C(OCn1nnc2ccccc2c1=O)C1CCCCC1 | -14 | -5 | x | -2 | -1.6 | 35 | -4 | x | x
CS(=O)(=O)Nc1ccc(C2=NN(C(=O)c3ccco3)C(c3ccccc3F)C2)cc1 (stereo unspecified) | -20 | -1 | -1 | 1 | 0.0 | 12 | 22 | 103 | 103
CCC(=O)N1CCc2cc(Br)cc(S(=O)(=O)CCC(=O)N(CC)CC)c21 | -9 | 1 | -2 | 4 | -0.2 | 4 | 44 | 97 | 99
Cc1cccc(NC(=O)CSC(N)=O)c1C | -4 | -10 | 7 | 6 | 0.1 | -5 | 14 | 105 | 98
Cc1nnsc1S(=O)c1ccc(Cl)c(Cl)c1 (stereo unspecified) | -4 | -9 | 6 | 6 | -1.2 | 4 | 27 | 108 | 107
O=C(Nc1cc(C(F)(F)F)ccc1N1CCOCC1)c1n[nH]c(=O)c2ccccc12 | 3 | -10 | 3 | 6 | 0.8 | -3 | -14 | 96 | 101
CCOC(=O)c1c(C)c(C(=O)NCc2ccccn2)c(C)n1C | -10 | -5 | 3 | -2 | -0.5 | -4 | -8 | 99 | 96
O=C(CNS(=O)(=O)c1ccccc1)OCC(=O)c1ccc(Br)cc1 | -14 | -9 | -6 | -6 | 5.3 | 13 | 22 | 93 | 97

Next part
compound | FID counter | GPR7 antag | MEKK2 mut-MEK5 | PfM18AAP inh | OXTR agonist | NALP1 inh | PHOSPHO1 block | MEKK2 WT-MEK5 | MEKK3 PB1 HTS
CCC(=O)Nc1nc2ccccc2n1CCN1CCOCC1 | -5 | -12 | x | -21 | -0.1 | 6 | 5 | x | x
CC(C)(C)C(=O)Cn1c(NCCCO)nc2ccccc21 | 5 | 19 | 0 | -8 | 1.5 | 16 | -4 | 101 | 101
C=CCn1c(SCC(=O)NC(=O)NCCC)nnc1C1CCCCC1 | -27 | -4 | -11 | 8 | 1.3 | 13 | 16 | 93 | 94
Cc1ccc(NN=Nc2nc3c([nH]2)c(=O)n(C)c(=O)n3C)cc1 | 1 | -4 | 15 | -3 | -0.3 | 20 | 3 | 104 | 101
CN1CCN(c2ccccc2NC(=O)c2ccc(-c3ccccc3[N+](=O)[O-])o2)CC1 | 27 | 0 | 20 | 0 | -0.6 | 6 | 26 | 135* | 106
COc1ccccc1NC(=O)COc1ccc(-c2nn(C)c(=O)c3ccccc23)cc1 | -34 | -10 | -3 | 1 | 3.7 | 2 | 42 | 99 | 103
COc1ccc(CCNC(=O)c2ccccc2-c2ccccc2C(=O)O)cc1OC | -18 | 17 | -2 | 2 | 0.3 | 34 | 40 | 107 | 103
O=C(O)c1ccccc1-c1ccccc1C(=O)Nc1ccccc1Br | -9 | -7 | 3 | -10 | 0.1 | -4 | 12 | 103 | 99
O=C(/C=C/c1ccco1)NCC(=O)N/N=C/c1ccccc1[N+](=O)[O-] | -5 | -24 | 5 | 1 | -2.5 | -16 | -8 | 102 | 104
CCCOc1cccc(NC(=O)c2c(-c3ccccc3)noc2C)c1 | -8 | -13 | 3 | 2 | -1.2 | 11 | 9 | 102 | 102
Nc1nc(SCC(=O)NCCC(c2ccccc2)c2ccccc2)n[nH]1 | -7 | -1 | 5 | 2 | -0.9 | -1 | -34 | 104 | 104
O=C(N/N=C/c1ccco1)c1ccc(OCc2ccccc2)cc1 | -18 | -4 | -16 | -12 | -2.1 | 25 | 28 | 88 | 94
COCCCN1C(=O)c2ccc(C(=O)Nc3ccccc3OC)cc2C1=O | -13 | 14 | 1 | -3 | -0.7 | 11 | -24 | 102 | 92
O=C(NC(=S)Nc1ccccc1O)c1ccccc1Cl | -2 | 13 | -2 | 0 | 2.7 | 10 | 25 | 98 | 98
Cc1ccc(NC(=O)N2CCCC2C(=O)NCC2CCCO2)cc1 (stereo unspecified) | -1 | 0 | -6 | -4 | 0.5 | -9 | 45 | 98 | 101

Continuation:
compound | FID counter | GPR7 antag | MEKK2 mut-MEK5 | PfM18AAP inh | OXTR agonist | NALP1 inh | PHOSPHO1 block | MEKK2 WT-MEK5 | MEKK3 PB1 HTS
Cc1noc(/C=C/N(C)C)c1S(=O)(=O)N(C)Cc1ccc(F)cc1 | -22 | -22 | 0 | 3 | -0.2 | 6 | 19 | 103 | 99
COC(CNC(=O)C1CCC(CNS(=O)(=O)c2c(C)cc(C)cc2C)CC1)OC (stereo unspecified) | -42 | -5 | 10 | -2 | 0.7 | 20 | 27 | 109 | 106
O=C(Cn1cccc1C(=O)c1ccccc1)NCCCc1ccccc1 | -40 | -8 | 2 | 1 | -2.6 | 12 | 50 | 102 | 100
COc1ccc(C(=O)C2CCCN(C(=O)c3n[nH]c4c3CCCC4)C2)cc1OC (stereo unspecified) | -31 | -2 | -10 | -8 | 0.4 | 8 | 44 | 84 | 99
Cc1nc(NC(=O)C2CC2)sc1C(=O)Nc1cccc(Cl)c1 | -6 | -19 | 5 | -1 | x | -3 | 41 | 109 | 103
CCOC(=O)C1CCCN(c2cc(=O)n(C3CCCCC3)c(=O)[nH]2)C1 (stereo unspecified) | -17 | -15 | -4 | 4 | -1.0 | 28 | -2 | 98 | 108
